Source: PubChem BioAssay
tim10-1 inh: inhibits growth of tim10-1 mutant yeast | S. cerevisiae tim10-1 ts strain growth, BacTiter-Glo, 24 h | inhibition, % at 20 µM | 330,000 tested, 2.2% active | AID 463190;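 active = inhibition of at least 40%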;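 also: mutant grown at 25 °C; 0% = DMSO wells with yeast and 100% = wells holding no yeast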
NLRP3 yeast inh: NALP3 inhibition in yeast. Yeast reconstituted NLRP3/ASC/caspase-1, beta-gal luminescence, 24 h. inhibition, % at 10 µM. 330,000 tested, 0.39% active. AID 2825;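 active = inhibition of 50% or more; inactive = inhibition below 50%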;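 also: plate controls were induced DMSO wells for no effect and uninduced yeast grown without galactose for full effect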
TIM10 inh: growth inhibitors of TIM10 yeast strain. S. cerevisiae TIM10 strain growth, BacTiter-Glo luminescence, 24 h. inhibition, % at 10 µM. 330,000 tested, 1.4% active;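 active = inhibition of 40% or more at the single tested concentration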;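 also: wild-type TIM10 isogenic control strain grown at permissive 25 °C; 0% = DMSO yeast wells and 100% = minimal medium wells without yeast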
NR3A LBD binder: modulators (binders) of human NR3A ligand-binding domain. NR3A LBD differential scanning fluorimetry, Tm shift; 0% = protein alone, 100% = glycine-bound protein. Tm shift relative to glycine control, % at 25 µM. 340,000 tested, 2.5% active;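 active = melting temperature shift of at least 10% of the positive control shift, at one fixed dose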
APJ agonist: APJ receptor agonism; AID 2520; CHO-K1 APJ PathHunter beta-arrestin, luminescence; 0% DMSO wells, 100% apelin; 330,000 tested, 0.11% active; activation, % at 20 µM;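 active = activation more than six SD over the plate average, tested at 20 µM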;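 also: 0% = DMSO alone and 100% = apelin-13 at 10 nM; some results filed as inactive read as strong as hits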
Target sequence (P35414 whole entry, looked up): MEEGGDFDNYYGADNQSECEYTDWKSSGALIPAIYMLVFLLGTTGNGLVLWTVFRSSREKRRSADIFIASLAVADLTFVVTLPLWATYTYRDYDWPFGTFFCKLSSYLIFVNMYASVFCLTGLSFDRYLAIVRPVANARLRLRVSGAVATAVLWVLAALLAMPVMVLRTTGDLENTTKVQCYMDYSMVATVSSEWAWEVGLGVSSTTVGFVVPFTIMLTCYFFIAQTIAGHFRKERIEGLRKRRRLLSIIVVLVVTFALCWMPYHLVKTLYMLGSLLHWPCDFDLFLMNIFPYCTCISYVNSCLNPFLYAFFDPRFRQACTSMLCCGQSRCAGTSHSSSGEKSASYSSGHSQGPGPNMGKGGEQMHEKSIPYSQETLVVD
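Incubation: overnight seeding, 90 min compound at 25 °C, 1 h detection; test system: PathHunter CHO-K1 APJ (AGTRL-1) beta-arrestin reporter cells; amount: 1000 cells/well; doses: one dose, 20 µM compound, 1% DMSO; measured by: beta-gal luminescence; measure: agonist-driven arrestin binding to APJ; benchmarks: negative DMSO alone, positive Apelin-13 at 10 nM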
tim23-1 inh: inhibits growth of tim23-1 mutant yeast; AID 463212; inhibition, % at 20 µM; S. cerevisiae tim23-1 growth, BacTiter-Glo luminescence, 24 h; 330,000 tested, 1.3% active;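 active = growth inhibition of the mutant yeast at or above 50%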;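 also: temperature-sensitive mutant grown at 25 °C; plate controls were DMSO-treated mutant yeast for no effect and medium wells lacking yeast for full effect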
CHOP UPR activ: activators of apoptotic arm of unfolded protein response (CHOP); CHO-CHOP luciferase reporter, UPR activation, luminescence; percent of tunicamycin response over DMSO baseline; activation, % at 10 µM; 330,000 tested, 0.34% active;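 active = at 10 µM dose, activation of 40% or more, normalized to positive control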;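 also: 100% = tunicamycin at 10 µg/mL and 0% = DMSO alone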
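Dosing – one dose, 10 µM in 0.5% DMSO · System – CHO-CHOP cells, stable luciferase reporter of PERK-eIF2a-CHOP signalling · Input – 500 cells/well · Control set – tunicamycin 10 µg/mL final as positive, DMSO-only wells as negative · Timing – 6 h compound treatment, 37 °C · Measure – % activation vs tunicamycin · Technique – luminescence read with Steady-Glo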
Mdm2 MdmX PPI: human Mdm2/MdmX binding inhibition | 330,000 tested, 3% active | AID 485346 | SaOS-2 split-luciferase Mdm2/MdmX complementation, luminescence | O15151+Q00987 | inhibition, % at 8 µM;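 active = inhibition of at least 50% at 8 µM in the primary screen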
XBP1 UPR activ: adaptive UPR (XBP1) activation. CHO-XBP1 luciferase reporter, IRE1-XBP1 UPR activation, luminescence; percent of tunicamycin response, DMSO as zero. activation, % at 20 µM. 330,000 tested, 0.33% active. AID 463104;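 active = versus positive control, 20 µM dose yields 30% or more activation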;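 also: 100% = tunicamycin at 10 µg/mL and 0% = DMSO only wells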
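Material: IRE1-XBP1 luciferase reporter CHO line / Quantity: one thousand reporter cells per well / Buffer or medium: F12 with 10% serum / Compound: 20 µM single concentration, DMSO 1% / Times: 6 h treatment, 37 °C / Detection: Steady-Glo luciferase glow luminescence, 10 min after reagent addition / Benchmarks: tunicamycin high, DMSO low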
* = called active by the depositor; / = not tested or not shown; & = joins results of further samples. No enrichment for hits (roughly 8.2% active in at least one column).

SMILES	tim10-1 inh	NLRP3 yeast inh	TIM10 inh	NR3A LBD binder	APJ agonist	tim23-1 inh	CHOP UPR activ	Mdm2 MdmX PPI	XBP1 UPR activ
CC(=O)Nc1ccc(OCCOc2ccccc2C(C)=O)cc1	-8	15	-6	0	-4	-1	-1.4	29	-1
S=c1[nH]cc(-c2ccc(Cl)cc2)n1Cc1ccccc1	29	39	21	2	-5	-14	2.8	2	-1
CC(C)(C)C(=O)N1CCN(c2ncnc3scc(-c4ccccc4)c23)CC1	31	13	26	-1	-5	51*	-0.9	-3	-4
CCCc1nc2ccccc2n1Cc1ccccc1OC	33	-54	8	-1	-1	20	0.8	-16	-3
CC1CCC2(CC1)NC(=O)N(CC(=O)c1cn(CCC#N)c3ccccc13)C2=O (stereo unspecified)	-3	-2	-16	-1	0	-12	0.5	9	-2
CC1(C)CC(=O)C(CS(=O)(=O)c2ccccc2)=C(O)C1	-2	7	4	0	2	-2	-1.3	4	-5
COc1ccc(-c2ccc([C@H]3[C@H]4C=CC[C@@H](C)[C@@H]4C(=O)N3Cc3ccccc3)c(F)c2)cc1OC	19	6	18	-1	0	24	1.2	47	0
Cc1nc(S(=O)(=O)Nc2ccccc2C(=O)NCC2CC2)cn1C	-6	6	14	-1	1	5	-1.9	25	-2
CN(C)C1=NCCN1CC1CCCCCC1	-7	4	-11	-1	1	0	-0.9	-9	-3
COc1ccc(Nc2nc(N)nc(CN3CCC(C)CC3)n2)cc1	4	-2	-37	-1	-2	-3	1.1	2	-3
CCCn1c(SCC(=O)NC2CCCC(C)C2C)n[nH]c1=O (stereo unspecified)	13	8	1	1	-3	4	-0.6	-9	-3
COc1ccc(C(=O)NCCNc2nc3c(C)cccc3cc2C#N)cc1OC	17	-2	3	-1	-2	29	-0.4	18	1
Cn1c(NCC(O)c2ccccc2)nc2c1c(=O)n(Cc1ccc(Cl)c(Cl)c1)c(=O)n2C (stereo unspecified)	31	16	8	12*	4	33	3.1	63*	-4
Cc1ccc(-c2nnc(NCc3nc4ccccc4[nH]3)c3ccccc23)cc1S(=O)(=O)N1CCCCC1	11	3	27	2	-4	4	1.3	7	-3
CCCC[C@@H]1CNC(=O)C(=O)N1CCc1cc(C(F)(F)F)cc(C(F)(F)F)c1	-14	6	-8	3	0	-4	0.6	2	-2
O=C(Nc1ccc(F)cc1F)c1ccc2c(c1)OCCO2	25	30	-4	0	1	23	-1.7	-86	-9
C=CCn1c(N)c(S(=O)(=O)c2cccs2)c2nc3ccccc3nc21	12	15	6	-3	-4	18	0.5	-12	3
COc1ccc(C(=O)NCC(=O)N/N=C/C=C/c2ccccc2)cc1OC	10	1	12	0	-2	14	2.5	-23	-2
CCCCN(CC)CCNC(=O)Cn1cnc2sc(C)c(S(=O)(=O)N3CCC(C)CC3)c2c1=O	-11	25	2	2	-1	1	0.2	6	-3
CCCCN(CCCC)CCNC(=O)CN1C(=O)CSc2ccc(S(=O)(=O)N3CCCCC3)cc21	12	14	12	0	-5	-12	3.1	2	-1
CCOC(=O)CCNc1n[nH]c(=O)[nH]c1=O	7	9	-17	2	-3	10	0.3	24	-1
O=C(O)CC1S/C(=N/N=C/C=C/c2ccccc2)NC1=O (stereo unspecified)	16&-5	-9&18	14&9	0&-1	-2&-3	21&-1	1.4&-1.2	6&-4	-2&-1
COc1ccc([C@@H]2C[C@@H](c3ccccc3)Oc3c(C)ccc(C(C)C)c32)cc1	1	2	0	/	-2	13	-1.5	9	-2
CCn1c(SCC(=O)N2CCCCCC2)nc2c(c1=O)SCC2	19	8	7	-1	8	13	2.1	14	-4
NC(=O)NC(=O)CSc1cccc(C(F)(F)F)c1	17	13	17	-1	0	15	-0.7	1	-3
C[C@@H](C(=O)N1CCN(Cc2ccc3c(c2)OCO3)CC1)n1nnc2ccccc2c1=O	21	-3	6	-1	-5	16	1.0	17	-3
Cc1nc2ccccc2c(=O)n1/N=C/c1ccccc1	26	14	22	1	-1	22	3.7	-9	0
Cc1cc(C)c2c(c1)/C(=N/NS(=O)(=O)c1ccccc1)CCC2	18	-3	9	-7	-3	12	0.9	-5	-2
O=C(Nc1nc2ccc(S(=O)(=O)N3CCCCC3)cc2s1)c1cccnc1	29	-11	18	-5	-1	23	-1.8	1	0
N/C(Cc1ccc(Cl)cc1Cl)=N\OC(=O)c1cccs1	73*	17	86*	0	20	34	-0.1	17	0
CC(C)(C)S(=O)(=O)c1cnc(-c2cnccn2)nc1N	-24	6	-13	0	-5	-18	-0.3	-6	-2
COc1cccc(C2=NOC(C(=O)Nc3ccc(C(C)=O)cc3)C2)c1 (stereo unspecified)	22	9	14	0	-6	19	3.6	-18	5
CSc1ccc(/C=N/N2CCN(Cc3ccc(C)cc3C)CC2)cc1	1	22	-4	0	-5	-11	-0.5	4	1
CC(NC(=O)COc1ccccc1)C(c1ccccc1)N1CCN(C)CC1 (stereo unspecified)	3	17	-16	1	-3	4	0.1	-35	-4
O=C(CSc1nnc2ccccn12)Nc1ccccc1C(=O)O	16	0	-7	0	3	14	1.2	24	-1
Cc1ccc(CNc2nc3ccccc3n2C)o1	-2	13	-4	-4	-1	1	1.8	-31	-1
CC1CCc2sc(C(=O)NCC(C)(C)N3CCOCC3)cc2C1 (stereo unspecified)	-1	7	0	-1	2	6	2.4	11	-4
CN(c1cccc(NC(=O)c2cccc([N+](=O)[O-])c2)c1)S(C)(=O)=O	5	18	11	1	0	6	1.2	9	-2
C(=N\n1cnnc1)/c1cn(Cc2ccccc2)c2ccccc12	49*	18	25	0	-5	27	-2.6	14	4
O=C(Cn1cnc2ccccc2c1=O)NCCC(=O)N1CCN(Cc2ccccc2)CC1	12	3	-7	-1	-3	11	-0.1	-8	1
CN(C(=S)Nc1ccccc1F)C1(c2ccccc2Cl)CCCCC1=O (stereo unspecified)	26	13	13	1	-4	30	3.2	-11	-2
CCCCN1CCNC[C@@H]1c1ccccc1	-17	15	6	-1	-5	-16	0.3	13	1
COc1cc([N+](=O)[O-])cc2cc(C(=O)NC(C)(C)C)c(=O)oc12	38	13	4	1	-2	29	-1.0	23	0
CCCCN(C)CCCNC(=O)C1CCC(CNS(=O)(=O)c2c(C)cc(C)cc2C)CC1 (stereo unspecified)	9	19	7	2	-4	7	0.3	12	4
CCN(CC)C(=O)Cn1cc(C(=O)C(=O)Nc2ccc3c(c2)OCCO3)c2ccccc21	-9	2	-8	2	-3	5	3.6	29	-4
Brc1ccc(-c2cn3c(n2)SCC3)cc1	-26	59*	0	0	0	41	4.7	-96	-1
C=CCOc1ccc(C2/C(=C(\O)c3ccc(F)cc3)C(=O)C(=O)N2CCCN(C)C)cc1 (stereo unspecified)	27	-51	-10	4	0	-2	0.2	-15	1
CCOC(=O)COn1c(=O)c(=O)n(O)c2ccccc21	-5	15	2	-7	-4	-11	-0.5	7	1
S=C(NCCc1ccccn1)Nc1ccccc1Cl	17	-4	10	2	-3	0	0.4	1	-4
COc1ccc(NC(=O)Nc2c(C)n(C)n(-c3ccccc3)c2=O)cc1	-8	12	-12	-8	-3	-10	-0.4	12	3

Ordered by the number under Mdm2 MdmX PPI (smallest number first): 3 of the compounds above
canonical_smiles	Mdm2 MdmX PPI
CN(C(=S)Nc1ccccc1F)C1(c2ccccc2Cl)CCCCC1=O (stereo unspecified)	-11
S=C(NCCc1ccccn1)Nc1ccccc1Cl	1
CCN(CC)C(=O)Cn1cc(C(=O)C(=O)Nc2ccc3c(c2)OCCO3)c2ccccc21	29

Continuation:
SMILES	tim10-1 inh	NLRP3 yeast inh	TIM10 inh	NR3A LBD binder	APJ agonist	tim23-1 inh	CHOP UPR activ	Mdm2 MdmX PPI	XBP1 UPR activ
N/C(=N\N=C\c1cccc(O)c1)c1nonc1N	-2	2	12	-5	-4	17	1.5	-89	0
CCN(CC)CC(=O)Nc1nn(-c2ccccc2)nc1C(N)=O	-16	3	-22	-3	0	-9	-1.3	14	0
COc1ccc2[nH]cc(CCNC(=O)Nc3ccccc3)c2c1	0	10	-11	5	1	6	-1.0	-1	0
CCOC(=O)N1CCN(Cc2c(NC(=O)c3ccco3)sc(C)c2C)CC1	13	17	14	-2	-1	20	3.1	6	3
Cc1ccc(Cn2nc(-c3ccccc3)nc2-c2ccccc2)cc1	21	24	4	0	-2	20	2.1	-62	1
CN(NC(=O)c1ccccc1Cl)c1ncc(C(F)(F)F)cc1Cl	9	24	-7	1	-3	12	0.4	3	-2
CC1CCCN(CCCNC(=O)C2CCC(CNS(=O)(=O)c3cccc4nsnc34)CC2)C1 (stereo unspecified)	-8	6	3	-3	1	-1	0.2	-2	-1
Cc1nn(C)c(C)c1CN(C)S(=O)(=O)c1ccc(F)cc1	13	18	0	-1	3	13	-0.9	13	-3
CCCOc1ccc(C(=O)NC(=S)Nc2nc(C)c(C(=O)N(C)C)s2)cc1	-21	25	3	1	-5	8	-0.5	-5	0
Cc1ccc(NC(=O)c2onc(C)c2Cl)cc1	-7	-1	-10	2	-3	-7	3.1	-41	0

Among those listed so far, these contain a CF3 group.
SMILES	tim10-1 inh	NLRP3 yeast inh	TIM10 inh	NR3A LBD binder	APJ agonist	tim23-1 inh	CHOP UPR activ	Mdm2 MdmX PPI	XBP1 UPR activ
CCCC[C@@H]1CNC(=O)C(=O)N1CCc1cc(C(F)(F)F)cc(C(F)(F)F)c1	-14	6	-8	3	0	-4	0.6	2	-2
NC(=O)NC(=O)CSc1cccc(C(F)(F)F)c1	17	13	17	-1	0	15	-0.7	1	-3
CN(NC(=O)c1ccccc1Cl)c1ncc(C(F)(F)F)cc1Cl	9	24	-7	1	-3	12	0.4	3	-2

The list goes on.
SMILES	tim10-1 inh	NLRP3 yeast inh	TIM10 inh	NR3A LBD binder	APJ agonist	tim23-1 inh	CHOP UPR activ	Mdm2 MdmX PPI	XBP1 UPR activ
COCCSc1nc2c(c(=O)[nH]c(=O)n2C)n1CCC(C)C	-7	14	8	0	-3	-3	0.7	5	3
Cc1c(NS(=O)(=O)c2ccc3c(c2)Cc2ccccc2-3)c(=O)n(-c2ccccc2)n1C	10	10	8	-1	1	12	0.1	14	0
Cc1cccc(NC(=O)C2CCN(C(=O)c3ccccc3C)CC2)n1	6	-1	6	0	-2	6	1.4	17	-2
CC(=O)N(C(C)=O)c1c(N2CCCC2)c2ccccc2oc1=O	5	2	-9	0	3	14	0.2	20	-2
O=C(NCc1ccccc1)C1=C[C@@H](c2ccccc2)C[C@@H](OCc2ccc(CO)cc2)O1	9	19	6	-4	4	33	0.9	-17	0
COc1cc(NC(=S)NCCc2c[nH]c3ccccc23)c(OC)cc1Cl	27	15	31	36*	-1	8	-0.3	12	-2
COc1ccc(OCC(=O)N2c3ccccc3CC2C)c([N+](=O)[O-])c1 (stereo unspecified)	-5	28	-7	-1	-1	28	0.9	8	2
CC(C)(C)OC(=O)C[C@H]1C/C=C\C[C@@H](CC(=O)NCCO)C(=O)NCCOC1=O	5	11	3	0	-2	14	0.5	-6	0
COc1cc(/C=N/NC(=O)Cc2nnc(N)s2)cc(OC)c1OC	-10	-7	-19	-1	-1	-15	-1.2	23	1
COc1ccc(-c2cc(C(=O)NNC3=NCCC3)c3c(C)nn(-c4ccccc4)c3n2)cc1	34	11	31	-5	-4	22	-0.2	69*	7
